Cneo AK release: Cryptococcus neoformans lysis via adenylate kinase release; C. neoformans lysis, adenylate kinase release luminescence, 4 h; normalised: neutral wells 0, clomiphene wells 100; 0.2% of 360,000 active; AID 651654; lysis activity, % at 15 µM;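 active means mean lysis activity across replicates of at least 80%, whatever share of replicates individually reach that level; inactive means mean lysis activity below 80%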
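Assay system: C. neoformans cells. Amount: yeast cell density of 5 × 10^6 cells/mL. Technique: AK luminescence. Buffer or medium: YPD. Times: static 4 h at 37 °C with compound, 1 h detection. Dosing: single-point compound dose. Read-out: lysis from increased AK signal.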
C2C12 statin: protects C2C12 myotubes from simvastatin toxicity. ATP luminescence, 48 h; scaled: DMSO 0, geranylgeraniol control 100. rescue of ATP level, % at 7.49 µM. 0.78% of 330,000 active;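 active means mean ATP rescue above about 67%, or every replicate alone reaching that limit, limit read from the data, passing the limit was not always enough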;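 further: myotubes were challenged with 10 µM simvastatin during compound exposure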
esBAF inh: inhibitors of esBAF chromatin remodeling in mouse ES cells | reporter increase, % at 12.5 µM | AID 602393 | 2% of 350,000 active | Bmi1-luciferase knock-in reporter, 24 h; 100% = twice the neutral-well signal; in the data active means activation above about 40%;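 further: 0% = median of the plate's neutral control wells and 100% = double that signal; a rise in the Bmi1 reporter signal indicates esBAF inhibition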
SIRT5 block: sirtuin-5 (human) deacylase inhibition; Purified SirT5, succinyl-peptide AMC, trypsin-coupled fluorescence; inhibition, % at 15 µM; 1.1% of 330,000 active; AID 652115; in the data active means inhibition above about 15%
Target sequence (Q9NXA8 whole entry, looked up): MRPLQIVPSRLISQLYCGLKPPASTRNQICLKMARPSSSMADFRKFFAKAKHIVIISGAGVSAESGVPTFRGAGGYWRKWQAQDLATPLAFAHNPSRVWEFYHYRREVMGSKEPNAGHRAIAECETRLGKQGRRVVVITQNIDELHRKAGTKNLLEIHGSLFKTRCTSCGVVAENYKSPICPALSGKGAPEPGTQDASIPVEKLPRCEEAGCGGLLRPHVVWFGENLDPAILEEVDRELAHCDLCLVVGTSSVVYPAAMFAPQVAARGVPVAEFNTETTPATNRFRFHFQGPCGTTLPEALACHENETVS
ERp5 block: ERp5 (human) disulfide isomerase inhibition. inhibition, % at 9.99 µM. ERp5 insulin aggregation, absorbance 650 nm, 90 min. Q15084. AID 651711. 0.05% of 350,000 active;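 active means mean replicate inhibition above about 25%, with every replicate also reaching it, limit read from the data, passing the limit was not always enough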
Target sequence (Q15084 whole entry, looked up): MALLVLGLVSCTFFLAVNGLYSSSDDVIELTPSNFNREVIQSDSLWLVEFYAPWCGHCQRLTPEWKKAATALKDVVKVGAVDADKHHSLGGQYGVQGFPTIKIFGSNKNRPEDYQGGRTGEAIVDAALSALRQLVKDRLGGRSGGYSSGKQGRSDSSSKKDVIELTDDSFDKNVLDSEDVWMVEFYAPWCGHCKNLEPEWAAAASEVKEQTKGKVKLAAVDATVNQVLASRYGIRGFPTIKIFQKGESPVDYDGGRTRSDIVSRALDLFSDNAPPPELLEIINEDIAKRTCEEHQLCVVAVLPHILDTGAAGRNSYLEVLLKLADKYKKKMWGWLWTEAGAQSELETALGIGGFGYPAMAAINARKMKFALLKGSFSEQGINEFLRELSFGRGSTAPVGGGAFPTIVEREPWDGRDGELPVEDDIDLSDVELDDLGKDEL
miR122 inh: blocks miR-122 activity in Huh7 sensor cells; Huh7 miR-122 Renilla luciferase sensor, 48 h; neutral wells = 0, positive control = 100; activation (reporter increase), % at 12.5 µM; 0.3% of 340,000 active; AID 602342;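 active means mean replicate activation score at least 90 and every replicate individually at or above 90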;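 further: higher luciferase means less miR-122 activity so hits act as miR-122 inhibitors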
ARNT TACC3 PPI: disrupts binding between human ARNT and TACC3. inhibition, % at 9.99 µM. AlphaScreen His-ARNT PAS-B/GST-TACC3 binding, luminescence; TACC3 fragment carries E629A point mutation. Q9Y6A5. 0.66% of 390,000 active. AID 623870;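 active means mean inhibition of replicates at least 50% and at least half of replicates each reaching 50%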;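 further: 0% = complete ARNT plus TACC3 wells and 100% = ARNT alone without TACC3; many hits fall short of the cut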
Numbers without * were called inactive; x = not tested or not shown; & = joins results of further samples; [ ] = dose if it differs, or a comment.

Start of the data: the first 4 compounds, ahead of the listing:
mol	Cneo AK release	C2C12 statin	esBAF inh	SIRT5 block	ERp5 block	miR122 inh	ARNT TACC3 PPI
CC(=O)N1c2ccc(S(=O)(=O)N3CCC(C(=O)Nc4cccc(C)n4)CC3)cc2CC1C (stereo unspecified)	-2	-2	-7	3	-9	-16	0
COc1ccc(C(=S)N2CCOCC2)cc1OC(=O)c1ccccc1Cl	4	-13	4	-8	0	-3	6
O=[N+]([O-])c1ccccc1S(=O)(=O)N1CCSCC1	3	5	-5	0	-21	-12	-1
CC(C)C[C@H]1CNC(=S)N1CC1CCCN1C[C@H](Cc1ccccc1)N1C[C@H](Cc2ccc(O)cc2)N(CC2CCCCC2)C1=S (stereo partly specified)	12	-2	9	x	4	-4	1

The whole of this part, from the start:
mol	Cneo AK release	C2C12 statin	esBAF inh	SIRT5 block	ERp5 block	miR122 inh	ARNT TACC3 PPI
CC(=O)N1c2ccc(S(=O)(=O)N3CCC(C(=O)Nc4cccc(C)n4)CC3)cc2CC1C (stereo unspecified)	-2	-2	-7	3	-9	-16	0
COc1ccc(C(=S)N2CCOCC2)cc1OC(=O)c1ccccc1Cl	4	-13	4	-8	0	-3	6
O=[N+]([O-])c1ccccc1S(=O)(=O)N1CCSCC1	3	5	-5	0	-21	-12	-1
CC(C)C[C@H]1CNC(=S)N1CC1CCCN1C[C@H](Cc1ccccc1)N1C[C@H](Cc2ccc(O)cc2)N(CC2CCCCC2)C1=S (stereo partly specified)	12	-2	9	x	4	-4	1
COc1ccc(C2CCCN2CC(O)COc2ccccc2C(C)C)cc1 (stereo unspecified)	-18	6	-10	2	2	-2	3
COc1ccc(CN(C)C[C@@H]2Oc3ccc(NC(=O)Nc4ccc(C(F)(F)F)cc4)cc3C(=O)N([C@H](C)CO)C[C@@H]2C)cc1	1	-8	-2	9	-1	-8[16.7 µM]	34
C[C@@H](NC(=O)C[C@@H]1CC[C@H](NC(=O)Cc2ccccn2)[C@H](CO)O1)c1ccccc1	-1	5	-4	6	-2	19[16.7 µM]	-1
COC(=O)c1ccc(/C=N/N2CCN(Cc3ccc(C)cc3C)CC2)cc1	19	x	x	x	x	-5	17
C=CCOc1ccc(C(=O)/C=C2/C(=O)Nc3ccccc32)cc1	-4	11	2	0	4	2	-6
O=c1c2ccccc2ncn1-c1ccc(Cl)cc1Cl	-2	x	x	2	5	-1	x
Cn1ncc(Cl)c1C(=O)N1CCN(c2cccc(Cl)c2)CC1	3	9	5	-2	-5	-6	8
CN(C)C(=O)c1ccc(-c2ccc([C@@H]3[C@H](CO)N4CCCCN(C(=O)C5CC5)C[C@@H]34)cc2)cc1	-2	-10	-2	2	15	1[16.7 µM]	3

(continued)
mol	Cneo AK release	C2C12 statin	esBAF inh	SIRT5 block	ERp5 block	miR122 inh	ARNT TACC3 PPI
O=C([C@H]1[C@H](CO)[C@H]2Cn3c(ccc(-c4ccccc4F)c3=O)[C@H]2N1CC1CC1)N1CCCCC1	3	-4	-3	-1	1	x	2
CC(C)(C)NC(=O)C1CC1(c1ccccc1)c1ccccc1 (stereo unspecified)	-4	2	-10	-1	3	x	-23
CC(NC(=O)c1ccncc1)c1ccc(Br)cc1 (stereo unspecified)	2	5	-4	1	6	2	0
COc1ccc(S(=O)(=O)N2CCCOC2CNC(=O)C(=O)NCCCn2ccnc2)cc1OC (stereo unspecified)	x	x	x	-4	3	x	40*
COc1ccc(OC2C(=O)N(Cc3ccc4c(c3)OCO4)C2c2cccs2)cc1 (stereo unspecified)	9	30	3	-4	1	15	-2
C[C@H]1CCCCO[C@@H](CN(C)S(=O)(=O)c2ccccc2)[C@@H](C)CN([C@@H](C)CO)C(=O)c2cc(N(C)C)ccc2O1	2	0	2	1	0	-10[16.7 µM]	3
Brc1cc2c(cc1C1OCCO1)OCO2	x	1	3	-3	-7	-4	x
CC1(C)CC(=O)C=C(NNC(=O)c2ccccc2)C1	1	x	x	x	x	2	4
N#Cc1cnn(-c2cccc(Cl)c2)c1N	x	x	x	-8	1	x	-1
O=C(c1ccc(F)cc1)c1c[nH]c(C(=O)NCc2ccco2)c1	-2	-4	12	x	x	-3	1
CCCOC(=O)c1ccc(Cl)c(NC(=O)c2ccc(-c3ccccc3)cc2)c1	-4	-45	21	x	x	-1	-4
COc1ccccc1CNC(=O)CCC(=O)N1CCOc2ccc(C)cc21	1	3	0	-1	8	-1	-2

Later entries.
mol	Cneo AK release	C2C12 statin	esBAF inh	SIRT5 block	ERp5 block	miR122 inh	ARNT TACC3 PPI
CCCNC(=O)C[C@H]1CC[C@H]2[C@H](COc3ccc(NC(=O)NCC)cc3C(=O)N2C)O1	-10	20	2	-2	5	0[16.7 µM]	-9
Cc1ccc(-n2c(N)c(C(=O)Nc3c(C)n(C)n(-c4ccccc4)c3=O)c3nc4ccccc4nc32)cc1	4	-26	2	-1	9	9	-1
CC(C)NC(=O)N(C)C[C@@H]1Oc2ncc(C#Cc3cccc(F)c3)cc2C(=O)N([C@H](C)CO)C[C@@H]1C	0	-13	-3	-4	11	-5[16.7 µM]	-3
CCCNC(=O)C/C(C)=N/NC(=O)COc1ccc(C)cc1Br	-3	x	x	x	5	9	-10
O=C(O)c1ccccc1NCN1C(=O)C2CC=C(Cl)CC2C1=O (stereo unspecified)	2	6	-3	x	x	2	-3
COc1ccc(N2CCN(Cc3nc4c(c(=O)n(C)c(=O)n4C)n3C(C)C(C)=O)CC2)cc1 (stereo unspecified)	-2	-6	-4	x	x	x	0
Cc1c(C(=O)N2CCNCC2)oc2ccccc12	-3	5	-7	-2	3	0	-14
Cn1c(CNC(=O)CCNC(=O)c2ccc(F)c(F)c2)cc(=O)n(C)c1=O	-2	12	-8	-1	8	-2	4
COC(=O)C[C@H]1CC[C@@H]2[C@@H](COc3ccc(NS(=O)(=O)c4cccc(F)c4)cc3C(=O)N2C)O1	2	6	1	-6	-1	2[16.7 µM]	-5
CCCNC(=O)C1CCN(S(=O)(=O)c2cccc3nonc23)CC1	x	x	x	-4	3	x	3
O=C(OCCN(C1=NS(=O)(=O)c2ccccc21)c1ccccc1Cl)c1ccc(Cl)cc1	1	0	-7	x	x	32	-7
O=C(COC(=O)c1cc([N+](=O)[O-])ccc1Cl)NCCc1ccccc1	x	5	-4	2	4	x	x

Following part:
mol	Cneo AK release	C2C12 statin	esBAF inh	SIRT5 block	ERp5 block	miR122 inh	ARNT TACC3 PPI
COc1cc([N+](=O)[O-])ccc1NC(=O)Cn1ccsc1=N	1	-4	2	2	-3	-4	-7
O=C(Nc1ccccc1)[C@@H]1[C@@H](CO)[C@@H]2Cn3c(cccc3=O)[C@@H]2N1C(=O)C1CCC1	0	-18	5	0	0	-2[16.7 µM]	-9
CCOC(=O)c1c(C)[nH]c(C(=O)COC(=O)CCC2CCCC2)c1C	2	15	-7	x	x	-2	x
CC(C)c1[nH]nc2c1C(c1cccs1)C(C#N)=C(N)O2 (stereo unspecified)	-3	6	-2	x	x	7	-4
COc1ccc(C2c3sc(=O)[nH]c3SCC2C(N)=O)cc1 (stereo unspecified)	6	x	x	-2	-3	8	-1
CCN(CC)C(=O)C1=C(C)N(Cc2ccccc2)C(=O)C(CC(=O)NC2CCCC2)C1 (stereo unspecified)	0	2	-3	-5	-4	-5	x
Cc1c(CC(=O)N[C@@H](C)C(=O)O)c(=O)oc2c(C)c3occ(-c4ccccc4)c3cc12	0	-4	2	4	-1	x	76*
CC(C)=CCC[C@H](C)C[C@@H]1CC2=C(C(=O)OC(C)(C)O2)[C@H](c2ccc(F)cc2)O1	-1	0	-12	-5	1	0	x
COc1cc2cc(CN(Cc3ccc4c(c3)OCO4)C(=O)c3ccco3)c(=O)[nH]c2cc1OC	x	21	-8	x	x	-6	5
c1ccc2c(-c3ccc(OCCN4CCCCC4)cc3)c(-c3ccsc3)sc2c1	6	-5	-5	-8	7	-2	x
CCCC#Cc1ccc2c(c1)O[C@@H](CN(C)C(=O)c1cccnc1)[C@@H](C)CN([C@H](C)CO)S2(=O)=O	-2	x	5	-2	0	9[16.7 µM]	-4
O=[N+]([O-])c1ccc(NCCNS(=O)(=O)c2ccccc2)cc1	1	0	-2	-1	4	10	11

The listing continues.
mol	Cneo AK release	C2C12 statin	esBAF inh	SIRT5 block	ERp5 block	miR122 inh	ARNT TACC3 PPI
COc1cc(OC)c(C(=O)N(CCc2ccccc2)Cc2ccccc2)cc1OC	13	23	-9	1	5	x	-5
COc1ccc(Cl)cc1C(=O)n1nc(C)cc1C	13	107*	4	x	x	1	3
Cc1ccccc1-c1cc2nc(NCCN3CCNC3=O)n(C)c(=O)c2s1	0	0	4	-5	2	-7	x
CCCN(C)C[C@@H]1OCCCC[C@@H](C)Oc2ccc(NC(=O)Nc3ccc(OC)cc3)cc2C(=O)N([C@H](C)CO)C[C@@H]1C	3	19	4	8	-4	-4[16.7 µM]	0
O=C(Cc1c(F)cccc1Cl)NNC(=O)c1cccs1	-3	-4	-3	-5	3	-6	-6
O=C(C[C@H]1CC[C@H](NC(=O)c2cnccn2)[C@@H](CO)O1)NCc1ccccc1F	-1	3	-1	-1	-12	-7[16.7 µM]	-8
C=CC[C@@H](CC(=O)N(CCO)Cc1ccccc1)C(=O)N[C@@H](COC(=O)[C@@H](CC=C)CC(=O)OC(C)(C)C)Cc1c[nH]c2ccccc12	-1	0	11	x	x	-6	-21
Cc1ccc(NC(=O)C(c2ccc(Cl)cc2Cl)N2CCCC2)cc1 (stereo unspecified)	x	x	x	-2	2	x	-1
COc1ccc([C@@H]2CC(=O)[C@@H]3CN(S(=O)(=O)c4ccc(C)cc4)[C@H](c4cccc(Cl)c4)C[C@@H]3N2S(=O)(=O)c2ccccc2)cc1	2	-12	-2	-3	-1	-4	x
Cc1cc(C)n2nc(C(=O)Nc3ccc(N4CCOCC4)cc3)nc2n1	0	-10	1	-2	-9	-1	1
COC(=O)[C@H]1[C@H](CO)[C@H]2Cn3c(ccc(/C=C/c4ccccc4)c3=O)[C@H]2N1C(=O)CC1CC1	x	-23	3	x	x	1[16.7 µM]	x
O=C(N/N=C/c1ccc2c(c1)OCO2)c1cc(-c2ccc(F)cc2)nc2ccccc12	-4	x	x	0	5	-7	-3

(further entries)
mol	Cneo AK release	C2C12 statin	esBAF inh	SIRT5 block	ERp5 block	miR122 inh	ARNT TACC3 PPI
O=C(NCc1ccccc1)C1=C[C@@H](c2ccc(Br)cc2)C[C@@H](OCCCCO)O1	-1&0	9	1	1&-3	-1&0	8	-3
C=CC(=O)NCc1ccc(-c2csnn2)cc1	1	0	-6	-2	3	-9	-10
O=C(CN1CCN(S(=O)(=O)c2ccc(F)cc2)CC1)Nc1ccc(Cl)cn1	0	8	-11	-1	9	4	-22
S=C1NCN(Cc2ccco2)CN1Cc1ccco1	1	x	x	-4	x	x	-9
CC(NC(=O)OCc1ccccc1)C(=O)NCC1CCCO1 (stereo unspecified)	2	-6	-7	x	x	-7	2
Cc1ccc(C(O)c2ncc(-c3ccccc3Cl)[nH]2)c(C)c1 (stereo unspecified)	-2	12	18	6	3	10	x
O=C1c2ccccc2/C(=C\c2ccc(Br)s2)N1c1ccccc1	-2	17	21	2	-1	5	x
Cc1ccc(NC(=O)CN(C)C(=O)c2ccc(Br)o2)cc1	-1	0	2	-2	-1	1	6
CCOC(=O)C(=O)NNc1ccc(Cl)cc1	x	x	x	1	4	x	-6
Cc1occc1-c1nnc(SCC(=O)N2CC(=O)Nc3ccccc32)n1CC(C)C	0	22	-3	x	x	28	-8
CCCC(=O)Nc1ccc2c(c1)C(=O)N(C)C[C@H](OC)[C@@H](C)CN(C(=O)c1ccccc1F)[C@H](C)CO2	0	2	2	-3	2	1[16.7 µM]	-4
COc1cc(SC)ccc1C(=O)Nc1c(C)cccc1C	x	x	x	2	5	x	-1
COc1ccc(S(=O)(=O)N2CCCC2C(=O)NCc2cccs2)cc1 (stereo unspecified)	-1	x	x	x	x	0	0
N#C[C@@H]1[C@H](c2ccc(C#CC3CCCCC3)cc2)[C@@H](CO)N1C(=O)c1cccc(F)c1	-1	0	-29	x	4	x	-2

Compound activity deposited in PubChem by Broad Institute.

This is a random part of the collection. About 4% of those tested had a hit in this group.
